High-throughput results: PubChem, Southern Research Specialized Biocontainment Screening Center
Salmonella PhoP GFP = Inhibition of PhoP regulon, Salmonella typhi GFP reporter cells, confirmation, 4 h (AID 1850). Salmonella Typhi PhoP-promoter GFP reporter, fluorescence, 4 h; higher % means a stronger effect. inhibition, % at 50 µM, or IC50 in µM where a hit was titrated. 310,000 tested, 0.33% active; in the data active = a potency from the dose series; inconclusive = inhibition mostly from about 25% at the one dose, without a potency; inactive = the rest, 99 in 100 with inhibition below about 19%;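 also: 0% = induced wells with vehicle and 100% = uninduced wells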
influenza NS1A = H1N1 influenza NS1A inhibitors, functional cell based assay (AID 504329); NS1A functional cell-based assay, percent inhibition; higher % means a stronger effect; one-dose inhibition, % at 12.5 µM; IC50 in µM for titrated hits; 340,000 tested, 0.3% active; in the data active = a potency from the dose series; inconclusive = inhibition above about 27% without an active follow-up result; also: strong numbers were not always called active
tuberculosis growth = growth inhibition of non-replicating M. tuberculosis (AID 488890). 320,000 tested, 0.39% active. inhibition, % at 25 µM, or IC50 in µM where a hit was titrated. Mycobacterium tuberculosis non-replicating, growth inhibition; higher % means a stronger effect; in the data active = a potency from the dose series; inconclusive = inhibition mostly from about 82% at the one dose, without a potency; inactive = the rest, 99 in 100 with inhibition below about 76%;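 also: plate controls were DMSO cells for no effect and high antibiotic wells for full effect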
H37Rv inhibition = M. tuberculosis growth inhibition, HTS (AID 449762). M. tuberculosis H37Rv growth inhibition, 7H9 media; higher % means a stronger effect. inhibition, % at 25 µM, or IC50 in µM where a hit was titrated. 330,000 tested, 0.59% active; in the data active = a potency from the dose series; inconclusive = inhibition above about 70% without an active follow-up result;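 also: bacterial growth assessed after seven days of incubation; strong numbers were not always called active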
VEEV TC-83 Vero = inhibitors of VEEV TC-83 cytopathic effect, confirmation, Vero cells (AID 588727); Vero cells, VEEV TC-83 cytopathic effect inhibition; higher % means a stronger effect; one-dose inhibition, % at 20 µM; IC50 in µM for titrated hits; 350,000 tested, 0.13% active; in the data active = a potency from the dose series; inconclusive = inhibition mostly from about 14% at the one dose, without a potency; inactive = the rest, 99 in 100 with inhibition below about 12%; also: strong numbers were not always called active
VEEV TC-83 Vero 10K pilot screen = second read-out of VEEV TC-83 Vero, no call of its own (marks repeat the call); inhibition, %; measured here: 10K pilot screen inhibition
Active calls of the source: *; i = inactive; ? = inconclusive; . = no result given; & = joins results of further samples.

A first look (seven entries):
SMILES | Salmonella PhoP GFP | influenza NS1A | tuberculosis growth | H37Rv inhibition | VEEV TC-83 Vero | others
CCOC(=O)C1CCN(C(=O)CN2C(=O)NC(C)(c3ccc4cc(OC)ccc4c3)C2=O)CC1 (stereo unspecified) | . | 2% | 43% | ? | 0.3%
C/C(=N\NC(=O)c1cccc(F)c1)c1ccc(Br)s1 | -2% | -9% | ? | ? | 2.9%
COC(=O)c1ccc(C)c(NS(=O)(=O)c2ccc(NC(C)=O)cc2)c1 | 0% | 5% | 6% | 2% | i
Cc1csc(=O)n1CCC(=O)OCC(=O)Nc1ccc(C(N)=O)cc1 | 5% | 0% | -8% | -8% | 0.7%
CCCCNC(=S)N(CCCO)Cc1cc2cc3c(cc2[nH]c1=O)OCCO3 | -4% | 5% | 1% | -7% | i
CN(C)CCCN(C(=O)c1ccc(S(=O)(=O)N2CCc3ccccc3C2)cc1)c1nc2c(F)cc(F)cc2s1 | 15% | 8% | -8% | 54% | 2.4%
COc1ccc(C(=O)NCCS(=O)(=O)NCc2ccc(C)cc2)cc1 | -3% | -15% | -12% | -4% | 1.2%

The list itself (from the top)
SMILES | Salmonella PhoP GFP | influenza NS1A | tuberculosis growth | H37Rv inhibition | VEEV TC-83 Vero | others
CCOC(=O)C1CCN(C(=O)CN2C(=O)NC(C)(c3ccc4cc(OC)ccc4c3)C2=O)CC1 (stereo unspecified) | . | 2% | 43% | ? | 0.3%
C/C(=N\NC(=O)c1cccc(F)c1)c1ccc(Br)s1 | -2% | -9% | ? | ? | 2.9%
COC(=O)c1ccc(C)c(NS(=O)(=O)c2ccc(NC(C)=O)cc2)c1 | 0% | 5% | 6% | 2% | i
Cc1csc(=O)n1CCC(=O)OCC(=O)Nc1ccc(C(N)=O)cc1 | 5% | 0% | -8% | -8% | 0.7%
CCCCNC(=S)N(CCCO)Cc1cc2cc3c(cc2[nH]c1=O)OCCO3 | -4% | 5% | 1% | -7% | i
CN(C)CCCN(C(=O)c1ccc(S(=O)(=O)N2CCc3ccccc3C2)cc1)c1nc2c(F)cc(F)cc2s1 | 15% | 8% | -8% | 54% | 2.4%
COc1ccc(C(=O)NCCS(=O)(=O)NCc2ccc(C)cc2)cc1 | -3% | -15% | -12% | -4% | 1.2%
Clc1cccc(C2Nc3cccc4cccc(c34)N2)c1Cl | -5% | 3% | 53% | 10% | 6.5%
N#Cc1nc(-c2ccccc2F)oc1NCCN1CCOCC1 | 2% | 1% | 8% | -8% | 1.1%
Cc1cc(C)n(-c2nnc3n2N=C(c2ccccc2)CS3)n1 | -5% | -4% | 6% | -5% | 3.0%
O=C(COC(=O)c1ccc2ncsc2c1)NCc1ccccc1Cl | . | -7% | . | 52% | 4.1%
O=C(CCNC(=O)C1CCN(S(=O)(=O)c2ccccc2)CC1)Nc1cccc(C(F)(F)F)c1 | 3% | -1% | 18% | -1% | 1.6%
Cc1ccc(OCC(=O)N/N=C\c2cn(Cc3ccccc3)c3ccccc23)cc1C | -6% | -8% | -18% | -4% | 1.7%
O=C(NNC(=O)C(Cl)Cl)c1cnn(-c2ccccc2)c1C(F)(F)F | -9% | 9% | -4% | 3% | 0.8%
Cc1ccc(-n2cccc2C(=S)N=P(N(C)C)(N(C)C)N(C)C)cc1 | 0% | -7% | ? | 18µM* | 0.6%
COc1cc2c(C(=O)NCCCN3CCN(c4cccc(Cl)c4)CC3)cn(C)c(=O)c2cc1OC | -7%&-1% | 8% | 17% | 32% | 3.3%
CCOc1ccc(S(=O)(=O)Nc2ccc(C(=O)NCC3(N4CCCCC4)CCCCC3)cc2)cc1 | 12% | -1% | 33% | 8% | 3.1%
CCc1nnc(NC(=O)CN2C(=O)CCC2=O)s1 | -3% | 8% | -3% | -2% | i
O=C1CC(Cc2ccc(Br)cc2)C(=O)N1c1ccccc1 (stereo unspecified) | -6% | -3% | 17% | 1% | 0.4%
CCC(C(=O)N/N=C/c1cccnc1)c1ccccc1 (stereo unspecified) | -3% | -5% | 0% | -2% | 2.3%
COc1ccc(S(=O)(=O)/N=C2/NC(=O)/C(=C/c3ccco3)S2)cc1 | -3% | -6% | 9% | 13% | 0.4%
COc1cccc(NC(=O)CSc2nnc(CNC(=O)c3ccccc3)n2C)c1 | -2% | 32% | -10% | -6% | 3.7%
Cc1ccc(S(=O)(=O)N(C)C)cc1NC(=O)CN1C(=O)NC2(CCCc3ccccc32)C1=O (stereo unspecified) | -2% | 1% | 17% | -10% | i
Cc1ccc(C)c(NC(=S)N(CCN(C)C)C(C)c2ccccn2)c1 (stereo unspecified) | 9% | 5% | 2% | 5% | 0.1%
CCCNC(=O)C(=O)Nc1ccc2c(c1)N(S(=O)(=O)c1cccs1)CCC2 | 1% | -3% | -10% | 1% | 13%
(listing goes on)
SMILES | Salmonella PhoP GFP | influenza NS1A | tuberculosis growth | H37Rv inhibition | VEEV TC-83 Vero | others
O=C(OCCN1CCCC1=O)c1cc(F)c(F)c(F)c1F | -4% | 10% | 14% | 4% | i
CCC(Sc1nc2ccccc2o1)C(=O)O (stereo unspecified) | 8% | 29% | 4% | 9% | 0.3%
CCOc1ccc(NC(=O)COc2ccccc2C(=O)NCc2ccccc2)cc1 | . | 12% | 3% | 26% | 4.8%
COc1ccc(-c2csc(-c3cc4ccccc4oc3=N)n2)cc1 | -10% | -1% | 36% | -6% | 1.4%
CCN(c1ccc(NC(=O)CSc2ccc3c(c2)OCCO3)cc1)C(C)C | . | 15% | 43% | 3% | 2.9%
Cc1ccc(C)c(NC(=O)CN(C)C(=O)c2ccccc2OCc2ccccc2Cl)c1 | 9% | -15% | 9% | 7% | 10%
Cc1nn(C(=O)CCCn2cc([N+](=O)[O-])cn2)c(C)c1Cl | -2% | 1% | 4% | 4% | 0.8%
CCc1cc2c(=O)[nH]c(CC(N)=O)nc2s1 | 4% | -3% | 1% | -4% | i
COc1ccc(NC(=O)CCCC(=O)OCC(F)(F)C(F)F)cc1 | -10% | -24% | -7% | -2% | i
Cc1cc(C(=O)COC(=O)c2cc(O)c3ccccc3c2O)c(C)n1CC1CCCO1 (stereo unspecified) | . | 10% | . | . | 0.7%
CN(C)CCNc1oc(/C=C/c2ccccc2)nc1C#N | -4% | -5% | 12% | 1% | 0.9%
CC(=O)c1ccccc1OCC(=O)Nc1cccc(S(=O)(=O)N2CCCC2)c1 | . | 5% | 3% | 1% | i
COCCN(C(=O)C1CC1)c1nnc(-c2ccc(C)cc2)s1 | -5% | 8% | 21% | 5% | 5.6%
CCOc1ccc2nc(N3CCC(C(=O)Nc4nnc(CC)s4)CC3)sc2c1 | -5% | 0% | . | -3% | 1.2%
CCOC(=O)C1CCCN(C(=O)c2ccc(Cl)c(S(=O)(=O)N3CCCCCC3)c2)C1 (stereo unspecified) | -4% | 11% | -4% | 1% | 0.6%
O=C(/C=C\c1ccccc1OC(=O)c1ccccc1F)c1cc2ccccc2o1 | -2% | 15% | 67% | ? | 10%
O=C1Nc2ccc(S(=O)(=O)N3CCCC3)c3ccc(S(=O)(=O)N4CCCC4)c1c23 | 1% | 9% | -2% | -3% | 3.0%
COc1ccccc1C/C(N)=N/OC(=O)COc1ccc2ccccc2c1 | 6% | -4% | 32% | 33% | 1.0%
O=C1CN(C(=O)CNCc2ccc(Cl)cc2)c2ccccc2N1 | -4% | -13% | 25% | 8% | 0.2%
COC(=O)c1cccc(NC(=O)CCCOc2ccccc2)c1 | 6% | 13% | 58% | 36% | i
CN(C(=O)CCCN1C(=O)c2ccccc2C1=O)C1CCCCC1 | . | -11% | -2% | -2% | 2.0%
Cc1cc(OC(C)C(=O)NCc2ccccn2)c2c(C)c(C)c(=O)oc2c1 (stereo unspecified) | -5% | 0% | -7% | -3% | 1.4%
CSC1=NCCN1C(=O)COc1ccc2ccccc2c1 | -1% | 5% | 52% | 3% | 0.2%
COc1ccc(-c2[nH]n(-c3ccc([N+](=O)[O-])cc3)c(=O)c2C=NCC2CCCO2)cc1 (stereo unspecified) | -13% | 2% | -6% | -7% | 1.4%
COc1ccc(-c2nc(CS(=O)(=O)CC(=O)NC3CCCCC3C)c(C)o2)cc1 (stereo unspecified) | 6% | 3% | 5% | 2% | 3.8%

Not a retest: an excerpt of the list.
SMILES | Salmonella PhoP GFP | influenza NS1A | tuberculosis growth | H37Rv inhibition | VEEV TC-83 Vero | others
O=C(OCCN1CCCC1=O)c1cc(F)c(F)c(F)c1F | -4% | 10% | 14% | 4% | i
CCC(Sc1nc2ccccc2o1)C(=O)O (stereo unspecified) | 8% | 29% | 4% | 9% | 0.3%
CCOc1ccc(NC(=O)COc2ccccc2C(=O)NCc2ccccc2)cc1 | . | 12% | 3% | 26% | 4.8%

Of the compounds above, 2 have a furan ring, fused or not:
SMILES | Salmonella PhoP GFP | influenza NS1A | tuberculosis growth | H37Rv inhibition | VEEV TC-83 Vero | others
COc1ccc(S(=O)(=O)/N=C2/NC(=O)/C(=C/c3ccco3)S2)cc1 | -3% | -6% | 9% | 13% | 0.4%
O=C(/C=C\c1ccccc1OC(=O)c1ccccc1F)c1cc2ccccc2o1 | -2% | 15% | 67% | ? | 10%

Additional entries follow.
SMILES | Salmonella PhoP GFP | influenza NS1A | tuberculosis growth | H37Rv inhibition | VEEV TC-83 Vero | others
COc1ccc(NC(=O)/C(N=Nc2cc(S(=O)(=O)Nc3ccc(OC)cc3)ccc2OC)=C(\C)O)cc1 | -2% | -5% | -3% | 8% | 1.0%
Cc1ccc2cc(C)c3nnc(SCC(=O)NCc4ccco4)n3c2c1 | 1% | 3% | 3% | -1% | 0.7%
COc1cc(NC(=O)C2=CC(c3ccco3)=NS(=O)(=O)N2C)cc(OC)c1OC | -1% | 7% | 19% | 0% | 0.4%
COc1cc(OC)c2c(-c3ccccc3)cc(=O)oc2c1C(CCN1CCCCC1)c1ccc(N(C)C)cc1 (stereo unspecified) | -5% | 12µM* | -3% | ? | i
Cc1ccc(-n2c3c(c(=O)[nH]c2=O)C(NS(=O)(=O)c2ccc(Cl)cc2)(C(F)(F)F)C(=O)N3)cc1 (stereo unspecified) | 5% | 2% | 15% | 1% | 1.8%
CCC1=Nc2cc(C(=O)NCC3CCCO3)ccc2Sc2ccc(Cl)cc21 (stereo unspecified) | 11% | -9% | -7% | -4% | 8.3%
COc1ccc(C)cc1NC(=S)NNC(=O)c1ccccc1Cl | -3% | -11% | 15% | 0% | 0.9%
Cc1ccccc1CN1CCC(n2nccc2NC(=O)c2cccnc2)CC1 | 0% | -4% | -9% | 3% | 1.8%
CCc1cc(C(=O)Nc2cc(S(=O)(=O)N(CC)CC)ccc2N2CCN(C)CC2)sc1C | -4% | 7% | 51% | 14% | 5.0%
Cc1cccc(NC(=O)CNC(=O)c2ccc(-n3cncn3)c([N+](=O)[O-])c2)c1C | 0% | -13% | -16% | -1% | 1.1%
Cc1nnc(NC(=O)CSc2cn(CCNC(=O)c3ccccc3)c3ccccc23)s1 | -6% | 0% | 37% | -5% | 0.3%
CN(C)CCOCCOc1ccc(Cl)c2ccccc12 | 103µM* | -3% | 68% | -4% | 6.3%
CC(=O)NC1=NN(C(C)=O)C(C)(c2cccs2)S1 (stereo unspecified) | 0% | -5% | -4% | -9% | i | VEEV TC-83 Vero 10K pilot screen=0.0
COc1ccc(N(CC(=O)Nc2cccc(N(C)S(C)(=O)=O)c2)S(=O)(=O)c2ccc(F)cc2)cc1 | 8% | 5% | 33% | -8% | 4.4%
Cc1ccc(N(Cc2ccco2)C(=O)c2ccc(N3CCCCC3)c([N+](=O)[O-])c2)cc1 | -2% | 1% | 17% | -3% | i
CC(C)(C)C(=O)NC1CCN(S(C)(=O)=O)CC1 | 9% | -2% | -5% | 5% | 1.4%
CCOP(=O)(OCC)c1nc(-c2cccc3ccccc23)oc1N1CCOCC1 | -8% | -9% | -25% | 4% | 5.7%
CCn1c(=O)c(=O)[nH]c2cc(C(=O)N(C)Cc3ccc(OC)c(F)c3)ccc21 | 16% | 2% | -15% | 2% | 3.4%
